Screening results deposited in PubChem by National Center for Advancing Translational Sciences (NCATS).
LmPK inh – inhibitors of Leishmania mexicana pyruvate kinase. purified LmPK, Kinase-Glo ATP luminescence, 1 h. Q27686. Potency, µM (top dose mostly 57.5 µM), inactives show at the top dose activity change, negative = inhibition, actives largely listed as inhibitors. 290,000 tested, 0.37% active; also: potency is read from the fitted curve at half-maximal effect
Target sequence (Q27686 whole entry, looked up): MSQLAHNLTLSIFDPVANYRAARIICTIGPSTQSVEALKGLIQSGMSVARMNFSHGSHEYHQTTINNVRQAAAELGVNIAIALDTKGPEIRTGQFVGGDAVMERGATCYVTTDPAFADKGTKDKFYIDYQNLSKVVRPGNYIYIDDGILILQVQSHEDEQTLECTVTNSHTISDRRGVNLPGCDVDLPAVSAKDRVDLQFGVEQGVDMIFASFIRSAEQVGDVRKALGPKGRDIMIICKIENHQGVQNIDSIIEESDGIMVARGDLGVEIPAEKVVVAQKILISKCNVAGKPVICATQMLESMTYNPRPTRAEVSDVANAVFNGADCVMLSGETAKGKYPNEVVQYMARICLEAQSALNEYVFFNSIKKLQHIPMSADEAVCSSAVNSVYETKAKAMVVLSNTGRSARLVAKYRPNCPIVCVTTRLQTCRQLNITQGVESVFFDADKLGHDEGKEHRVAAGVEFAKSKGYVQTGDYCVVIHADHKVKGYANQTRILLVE
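Purified LmPK (0.1 nM) with 0.5 mM PEP and 0.1 mM ADP in imidazole buffer pH 7.2 with MgCl2/KCl, 1 h at room temperature. ATP formed was read by luciferase luminescence and normalized to no-enzyme and uninhibited controls.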
AmpC detergent – blocks E. coli AmpC beta-lactamase in detergent assay | P00811 | AmpC hydrolysis of nitrocefin, absorbance 480 nm, 0.01% Triton | Potency, µM (doses to about 114 µM), inactives show at the top dose activity change, negative = inhibition, usual class: inhibitors | 370,000 tested, 0.041% active;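 also: potency is read from the fitted curve at half-maximal effect; 0% = no-compound wells and -100% = no-enzyme wells; nearly all actives have a fitted effect of over 25% in size; some results filed as inactive show a strong effect at the top dose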
Target sequence (P00811 whole entry, looked up): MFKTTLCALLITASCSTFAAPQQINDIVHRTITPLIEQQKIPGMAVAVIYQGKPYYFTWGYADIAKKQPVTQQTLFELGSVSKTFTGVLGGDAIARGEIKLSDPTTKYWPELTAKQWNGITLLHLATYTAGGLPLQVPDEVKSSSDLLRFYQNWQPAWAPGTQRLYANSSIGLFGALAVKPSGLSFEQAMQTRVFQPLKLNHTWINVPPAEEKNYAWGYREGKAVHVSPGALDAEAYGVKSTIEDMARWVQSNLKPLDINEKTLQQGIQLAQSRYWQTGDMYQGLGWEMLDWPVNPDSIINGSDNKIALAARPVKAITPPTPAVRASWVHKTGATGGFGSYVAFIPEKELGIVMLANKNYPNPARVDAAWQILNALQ
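20 mM phosphate pH 7.0 + 0.01% (detergent screen) or 0.0001% Triton X-100; 5.3 nM AmpC reagent; cpd preinc 15 min RT; nitrocefin (800 uM stock) to start; A480 q20 s × 4 min; Activity was normalised to no-enzyme and no-compound control wells.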
HCV inh – inhibitors of hepatitis C virus infection. Huh7.5.1 HCVcc-Cre infection, luciferase reporter, 44 h. Potency, µM (highest dose often 41.8 µM), for inactives: at the top dose activity change, negative = inhibition, most hits filed as inhibitors. 340,000 tested, 3.4% active. AID 651820; also: potency is read from the fitted curve at half-maximal effect
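Whole-lifecycle infectious HCVcc-Cre system; cells 1,000/well, compound then virus (~0.5 moi) added 4 h after plating, 44 h culture. Luciferase read 15 sec following 15 min substrate incubation, room temp.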
AmpC no deterg – blocks E. coli AmpC beta-lactamase in detergent-free assay; AmpC nitrocefin hydrolysis, absorbance 480 nm, 0.0001% Triton; Potency, µM (titrated, usually from 57.1 µM), inactives show at the highest dose activity change, negative = inhibition, usual class: inhibitors; 330,000 tested, 0.52% active; P00811; AID 485341;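 also: potency is read from the fitted curve at half-maximal effect; plate controls were no compound for no effect and no enzyme for full effect; nearly all actives have a fitted effect of over 20% in size; some results filed as inactive show a strong effect at the top dose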
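AmpC (5.3 nM in the dispensed reagent) in 20 mM phosphate pH 7.0 with 0.01% (detergent screen) or 0.0001% Triton X-100 was preincubated with compounds for 15 min at room temperature. Nitrocefin was then added from an 800 uM solution, and hydrolysis was followed at 480 nm.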
Tb PYK inh – blocks Trypanosoma brucei pyruvate kinase | Q57TT1 | TbPYK enzyme, Kinase-Glo Plus ATP luminescence, 45 min | Potency, µM (top dose mostly 76.8 µM), without a hit: at the highest dose activity, negative = inhibition, most hits filed as inhibitors | 410,000 tested, 0.12% active; also: potency is read from the fitted curve at half-maximal effect; nearly all actives have a fitted effect of over 50% in size
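ADP (130 uM final) triggers the TbPYK reaction after compound addition; incubation is 45 min at room temperature. Kinase-Glo Plus is then added and luminescence imaged. Normalized data are fitted to concentration-effect curves.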
AMA1-RON2 inh – inhibitors of Plasmodium falciparum AMA1-RON2 interaction | AlphaScreen AMA1-biotinylated RON2 peptide binding | Potency, µM (series often up to 58.2 µM), without a hit: at the highest dose activity change, negative = inhibition, hits mostly inhibitors | 360,000 tested, 0.2% active;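 also: potency is read from the fitted curve at half-maximal effect; 0% = vehicle wells and -100% = peptide control; nearly all actives have a fitted effect of over 45% in size; some results filed as inactive show a strong effect at the top dose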
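AMA1 (3D7) with his tag at 25 nM final met compounds first, then biotinylated RON2 peptide at 25 nM; detection used donor plus acceptor beads, 10 µg/mL apiece, read by AlphaScreen after 30 min at room temperature.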
HCMV antiviral – human cytomegalovirus inhibition; HFF cells, HCMV-luciferase reporter, 72 h; hits give low values; 410,000 tested, 4.5% active; AID 1259415; activity change, negative = inhibition, % at 57.5 µM; in the data active = activity change below about -60%; inconclusive = no clear call, values can overlap the other calls; inactive = above about -39%
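Screen run at 2 compound doses on HFFs infected with reporter HCMV, MOI 1 PFU/cell. Luciferase activity from cell lysates at 72 h post infection gave inhibition relative to buffer-only and Salinomycin wells.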
The depositor's hits bear a star; ? = inconclusive; nt = no result given; [ ] = another dose, or the depositor's remark. Unless noted, calls follow the shape of the dose curve; as a rule, active = well fitted curve in the direction sought with a large enough effect; inconclusive = small, poorly fitted or top-dose-only effect, or another doubt; inactive = no such curve, though single readings can be large; an effect the other way counts as inactive or inconclusive. Unless noted, % is scaled to controls: 0 for no effect and ±100 for the full control effect.

No.	Structure	LmPK inh	AmpC detergent	HCV inh	AmpC no deterg
1	CCN(CC(=O)NCc1cccs1)C(=O)c1cccc(S(=O)(=O)Nc2ccc(C)cc2)c1	nt	-14%	0%	-24%
2	Cc1nc2c(c(C)nn2-c2ccccc2)c(C)c1CCC(=O)NCCc1ccccc1	nt	21%	nt	nt
3	Cc1ccc(-n2c(=O)c3c4c(sc3n(CC(=O)c3ccc(Cl)cc3)c2=O)CCC4)cc1C	nt	?	nt	nt
4	CC1(O)CC(c2ccc(Cl)cc2)=NN1C(=O)c1ccc(Cl)cc1 (stereo not drawn)	0%	?	-20%	-24%
5	COc1cccc(NC(=O)C(Cc2ccccc2)n2cccc2)c1 (stereo not drawn)	2%	1%	18%	-31%
6	CCOc1ccc(OCCOCCn2ccnc2)cc1	-1%	-8%	-8%	-2%
7	CCO[C@@H]1c2c(ccc3ccc(=O)oc23)OC(C)(C)[C@H]1O	nt	-2%	11%	2%
8	N=C1SC(c2ccccc2)C(=O)N1c1ncc(Cc2ccccc2Cl)s1 (stereo not drawn)	4%	-12%	-18%	16µM*
9	CC(=O)c1sc(-c2c(C)nc3sccn23)nc1C1CCCC1	1%	6%	nt	-18%
10	c1ccc2c(c1)nc1n2CC2CON(C3CCCCC3)C12 (stereo not drawn)	-1%	-4%	16%	-9%

No.	Tb PYK inh	AMA1-RON2 inh	HCMV antiviral
1	-2%	14%	-16
2	1%	nt	-11
3	1%	nt	-2
4	5%	91%[activator]	-11
5	-2%	3%	11
6	5%	-24%	26
7	3%	5%	-12
8	1%	74%[activator]	2
9	nt	nt	nt
10	5%	1%	9

One compound at a time, from the list above. Values in the order: LmPK inh	AmpC detergent	HCV inh	AmpC no deterg	Tb PYK inh	AMA1-RON2 inh	HCMV antiviral
c1ccc2c(c1)nc1n2CC2CON(C3CCCCC3)C12 (stereo not drawn) in the list: -1%	-4%	16%	-9%	5%	1%	9
CCOc1ccc(OCCOCCn2ccnc2)cc1 in the list: -1%	-8%	-8%	-2%	5%	-24%	26
CC1(O)CC(c2ccc(Cl)cc2)=NN1C(=O)c1ccc(Cl)cc1 (stereo not drawn) in the list: 0%	?	-20%	-24%	5%	91%[activator]	-11
CC(=O)c1sc(-c2c(C)nc3sccn23)nc1C1CCCC1 in the list: 1%	6%	nt	-18%	nt	nt	nt

Next section.
No.	Structure	LmPK inh	AmpC detergent	HCV inh	AmpC no deterg
11	CC(N)c1csc(Nc2nccc(C(F)(F)F)n2)n1 (stereo not drawn)	nt	nt	nt	nt
12	CC1(C)C2CCC1(C)C(NC(=O)CCN1CCCCC1)C2 (stereo not drawn)	7%	?	-21%	14%
13	Cc1ccc(NC(=O)c2ncn(CC(=O)N[C@H](CO)Cc3c[nH]c4ccccc34)n2)cc1C	nt	nt	?	63%[activator]
14	O=C1CSC(=O)N1CCOCCN1C(=O)CSC1=O	1%	?	-8%	-6%
15	Nc1nc(N2CCCCC2)c2ncn(C3OC(CO)C(O)C3O)c2n1 (stereo not drawn)	nt	nt	nt	nt
16	O=C(Nc1ccc2c(c1)OCCO2)c1ccccc1F	-14%	-4%	-1%	-17%
17	COC(=O)COc1ccc(/C=C2/NC(=O)N(CC(=O)OC)C2=O)cc1	-2%	1%	?	-11%
18	N=c1c(S(=O)(=O)c2ccccc2)cc2c(=O)n3ccccc3nc2n1CCCN1CCOCC1	1%	?	-26%	97%[activator]
19	CC(=O)Nc1ccc(NC(=O)CCn2c(=O)oc3ccccc32)cc1	-3%	-7%	10%	-13%
20	CCc1cccc(NC(=O)Cn2cc3c(n2)CCCC3)c1	-6%	0%	12%	-11%

No.	Tb PYK inh	AMA1-RON2 inh	HCMV antiviral
11	-3%	108%[activator]	-4
12	0%	-1%	-9
13	-8%	1%	37
14	-7%	8%	11
15	-3%	-11%	22
16	?	13%	39
17	0%	5%	6
18	-6%	-12%	?
19	-1%	6%	nt
20	-3%	-4%	42

Further records follow:
No.	Structure	LmPK inh	AmpC detergent	HCV inh	AmpC no deterg
21	COc1ccc(-c2noc(-c3ccc(N4CCCC4)c([N+](=O)[O-])c3)n2)cc1	nt	14%	nt	nt
22	CC(C)CN1CCC(=O)N([C@H](CN=[N+]=[N-])Cc2ccccc2)CC1	-4%	?	14%	-6%
23	Cc1ccc(CN2CC(C(=O)NNC(=O)c3ccc(F)cc3)CC2=O)cc1 (stereo not drawn)	nt	-4%	?	-2%
24	N#CCC(=O)N/N=C/c1c(-c2ccccc2)n(-c2ccccc2)c2ccccc12	-1%	0%	14µM*	-39%
25	CCOC(=O)CCc1c(C)nc(SCCN2CCCC2)c(C#N)c1C	0%	0%	?	20%
26	CC(=O)Sc1nc(-c2ccccc2)[nH]c1S(=O)(=O)c1ccc(C)cc1	1%	-9%	19%	-38%
27	CCOC(=O)COc1ccc(C)cc1C(=O)c1ccn2nc(-c3ccc(Cl)cc3)cc2n1	nt	0%	nt	nt
28	Cc1nc(SC(C(N)=O)c2ccccc2)c(C#N)c(C)c1C (stereo not drawn)	-3%	0%	?	-17%
29	O=C(Nc1cccc(Cl)c1)c1cc(-c2ccccc2)on1	nt	2%	nt	nt
30	CCOC(=O)N/N=C1\CCc2ccccc21	-9%	-13%	19%	-19%

No.	Tb PYK inh	AMA1-RON2 inh	HCMV antiviral
21	2%	nt	?
22	3%	-2%	8
23	-3%	45%[activator]	0
24	-9%	10%	5
25	-18%	26%	-4
26	?	4%	nt
27	-12%	nt	17
28	-7%	5%	9
29	-11%	nt	-12
30	-15%	-4%	58

(cont.)
No.	Structure	LmPK inh	AmpC detergent	HCV inh	AmpC no deterg
31	NC(=O)c1ccc(N=Cc2ccc([N+](=O)[O-])s2)cc1	1%	-13%	?	-14%
32	Cc1ccc(-c2nn(C(C)(C)C)c3ncnc(NS(=O)(=O)c4ccc([N+](=O)[O-])cc4)c23)cc1	2%	-4%	?	-20%
33	Cc1ccc(S(=O)(=O)N2[C@@H](c3ccc(Br)cc3)C(C(=O)O)=CC[C@H]2c2cccc(C)c2)cc1	nt	nt	16%	-26%
34	O=C(c1ccc(NC(=O)C2(c3ccccc3)CCOCC2)cc1)N1CCOCC1	-2%	-2%	19%	nt
35	Cc1cccc(C(=O)Nc2nnc(S(=O)(=O)N(C)Cc3ccc(Cl)cc3)s2)c1	nt	-8%	nt	nt
36	COc1cccc(OCC(=O)Nc2c3c(nn2-c2ccccc2)CS(=O)(=O)C3)c1	-7%	?	5%	-11%
37	CCN(CC(=O)Nc1ccc(N2CCOCC2)cc1)Cc1nc2ccccc2c(=O)[nH]1	2%	0%	4%	2%
38	COc1ccc2cc(-c3ccsc3)ncc2c1	nt	-1%	?	-16%
39	CCOc1ccc(N2C(=O)CC(SCC(=O)O)C2=O)cc1 (stereo not drawn)	1%	6%	12%	-10%
40	CSCCC(NC(N)=O)C(=O)N(C)CC(=O)Nc1ccc(C)cc1 (stereo not drawn)	-1%	-15%	15%	-13%

No.	Tb PYK inh	AMA1-RON2 inh	HCMV antiviral
31	-14%	0%	-97*
32	1%	-18%	-28
33	-3%	4%	15
34	-1%	-15%	21
35	0%[15.4 µM]	nt	?
36	-3%	-19%	9
37	-10%	63%[activator]	16
38	-4%	10%	123
39	-12%	-5%	?
40	-8%	7%	-9

Remaining list, next part
No.	Structure	LmPK inh	AmpC detergent	HCV inh	AmpC no deterg
41	Cc1ccc(Cl)cc1-n1ncc2c(N3CCCCCC3)ncnc21	nt	-1%	nt	nt
42	Cc1ccccc1OCCn1cnc2cc([N+](=O)[O-])ccc2c1=O	2%	1%	-5%	-23%
43	Cc1cc(Br)cc(Cl)c1OC(=O)c1cnccn1	1%	?	7%	-4%
44	CCOC(=O)c1cnc2ccc(OCC)cc2c1N1CCN(c2ccccc2)CC1	0%	-18%	?	69%[activator]
45	COc1ccc(-c2nnc(SCC(=O)Nc3cccc(F)c3)s2)cc1	nt	0%	nt	nt
46	CCN(CC)C(=O)c1ccccc1NS(C)(=O)=O	8%	0%	6%	-17%
47	O=C(CN1CCCC1)Nc1ccccc1Sc1ccc(Cl)cc1	-4%	-7%	11%	12%
48	COc1ccc(/C=N/N=C2/C(=O)Nc3ccccc32)cc1O	1%	-6%	10%	-32%
49	O=C(Nc1nnc2n1CCS2)c1ccc(F)cc1F	nt	7%	nt	nt
50	O=C1CCc2cc(S(=O)(=O)N3CCN(c4ccccc4F)CC3)ccc2N1	0%	1%	3%	-7%

No.	Tb PYK inh	AMA1-RON2 inh	HCMV antiviral
41	2%	nt	-35
42	2%	9%	20
43	6%	-22%	0
44	-1%	?	-25
45	-4%	nt	27
46	5%	-2%	-8
47	0%	?	?
48	4%	-18%	7
49	-4%	nt	113
50	0%	-2%	?

The list continues.
No.	Structure	LmPK inh	AmpC detergent	HCV inh	AmpC no deterg
51	CCC(CC)C(=O)c1c[nH]c(C(=O)NCc2cccs2)c1	0%	1%	-29%	-10%
52	C=CCn1c(CCCNC(=O)CCC)nc2ccccc21	1%	-1%	13%	-9%
53	O=C(CCN1CCCCC1)Nc1ccc(F)c(F)c1	nt	nt	nt	nt
54	O=C1c2oc3ccc(Cl)cc3c(=O)c2C(c2ccco2)N1CCN1CCOCC1 (stereo not drawn)	3%	-6%	-10%	157%[activator]
55	COc1ccc(C2CC(=O)C(C=NCCN3CCOCC3)=C(O)C2)cc1 (stereo not drawn)	-2%	0%	?	-10%
56	O=C(N[C@@H](Cc1ccccc1)C(=O)N1CCN(S(=O)(=O)c2cccc(F)c2)CC1)c1ccco1	nt	2%	10%	73%[activator]
57	Cc1ccc(C(=O)N2CCN(C(=O)C3CCCO3)CC2)cc1 (stereo not drawn)	nt	2%	-5%	-21%
58	C/C(=N/NC(=O)c1ccc(C)s1)c1cccc(NC(=O)COc2ccc(Cl)cc2Cl)c1	-3%	-8%	11%	-21%
59	COCOc1ccc(/C=C/C(=O)c2c(O)cc(OCOC)cc2OCOC)cc1	nt	nt	?	nt
60	CCc1nnc(SCC(=O)Nc2ccc(N3CCOCC3)cc2)o1	-1%	?	5%	-11%
61	CC(=O)Nc1cccc(C(=O)N/N=C/c2ccc(C)o2)c1	0%	5%	24%	-22%

No.	Tb PYK inh	AMA1-RON2 inh	HCMV antiviral
51	-3%	4%	5
52	-1%	5%	35
53	3%	-3%	15
54	-1%	9%	98
55	3%	4%	26
56	2%	-10%	?
57	-2%	-6%	3
58	4%	0%	-35
59	2%	?	nt
60	7%	-11%	-20
61	-5%	3%	-32
